Assay outcomes deposited in PubChem by several laboratories.
PvdQ acylase: P. aeruginosa PvdQ acylase inhibition; actives 0.063% (n = 340,000); inhibition, % at 10 µM; purified PvdQ acylase, fluorescence plate reader; in the data active means inhibition above about 30%, passing the limit was not always enough; inconclusive means no clear call, values can overlap the other calls;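 further: 0% = vehicle neutral wells and 100% = reference inhibitor wells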
NSD2 HMT inh: inhibitors of human histone methyltransferase NSD2; inhibition, % at 12.5 µM; NSD2 peptide methylation, AlphaScreen, 120 min; actives 0.54% (n = 310,000); AID 743445; in the data active means inhibition above about 50%
Cardiac RTF inh: cardiac RTF calcium desensitization; AID 493244; IANBD-labeled cardiac RTF, Ca2+ fluorescence; inhibition, % at 7.15 µM; P19429+P45379; actives 0.12% (n = 340,000);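 active means inhibition above the mean inhibition of all tested compounds plus 3 SD, cut at about 17% in these data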;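 further: assay run at fixed EC70 calcium of 1.6 mM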
DAGLB inh: blocks human DAGLB lipase activity; actives 0.059% (n = 340,000); HEK293T DAGLB membrane lysate, EnzChek fluorogenic substrate; inhibition, % at 5.17 µM; Q8NCG7; in the data active means inhibition above about 34%;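 further: 0% = enzyme with vehicle and 100% = wells lacking enzyme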
PKA-R2B activ: PKA-R2B complex activation. PKA-R2B holoenzyme dissociation, Cy5-IP20 fluorescence polarization; R2B truncated from residue 108, S112A mutant; 0% DMSO only, 100% 113 µM cGMP. AID 504700. actives 0.079% (n = 340,000). activation, % at 11.4 µM;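 active means activation above a cutoff set at the mean over all compounds plus 3 SD, cut at about 18% in these data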;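 further: higher means more holoenzyme dissociation and a rise in polarization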
Target sequence (P31323 whole entry, looked up, other chains not shown, the tested form may be a part): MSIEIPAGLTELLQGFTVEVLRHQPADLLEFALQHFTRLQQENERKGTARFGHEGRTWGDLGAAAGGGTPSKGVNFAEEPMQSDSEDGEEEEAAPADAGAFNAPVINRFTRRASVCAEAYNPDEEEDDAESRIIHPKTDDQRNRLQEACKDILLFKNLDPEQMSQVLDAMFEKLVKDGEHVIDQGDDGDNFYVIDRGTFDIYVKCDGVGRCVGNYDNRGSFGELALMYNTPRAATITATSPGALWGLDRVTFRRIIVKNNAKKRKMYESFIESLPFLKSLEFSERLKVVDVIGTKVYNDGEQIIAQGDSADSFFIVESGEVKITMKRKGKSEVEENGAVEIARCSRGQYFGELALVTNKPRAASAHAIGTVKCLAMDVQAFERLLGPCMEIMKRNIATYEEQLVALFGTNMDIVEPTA
Arr AP2 block: inhibitors of human beta-arrestin and AP2 interaction; FITC-arrestin peptide / GST-AP2 beads, flow cytometry; AP2 beta2 appendage carries R879A mutation; inhibition, % at 10 µM; AID 504490; actives 0.31% (n = 340,000);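 active means inhibition above a set limit, near 3 SD of compounds lacking own fluorescence, cut at about 54% in these data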;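 further: plate controls were DMSO wells for no effect and 5 µM unlabelled arrestin peptide for full effect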
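Measured by: flow cytometry, FL1 (488/535 nm); Material: AP2 appendage R879A on GSH beads; Evaluation: percent response; Timing: pre-incubation 12 min, peptide binding 1 h, room temperature; Also added: 50 nM FITC-arrestin peptide; Medium: PBS with 0.05% Tween 20 and 0.1% BSA.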
SR-BI DiI-HDL act: activators of SR-BI mediated HDL lipid uptake; activation, % at 12.5 µM; CHO ldlA[mSR-BI] cells, DiI-HDL uptake fluorescence, 3 h; 100 = double the neutral-control signal; actives 0.096% (n = 320,000);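 active means mean replicate activation of at least 60% and every replicate at or above 60%; inconclusive means mean or all-replicate condition met, but not both; inactive means mean below 60% and not all replicates reaching 60%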;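 further: 0% = median plate neutral-control signal and 100% = twice that signal; values of inactives mirror those of a sister screen read the other way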
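System: LDL receptor-deficient CHO ldlA cells overexpressing murine SR-BI | Timing: 3 h uptake period with compound, 37 °C | Medium: HEPES-buffered (25 mM, pH 7.4) F12 plus 0.5% BSA | Dosing: Single-point compound dose | Signal: Bottom-read fluorescence, 550/595 nm | Read-out: Retained DiI signal reflecting DiI-HDL uptake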
Keap1 Nrf2 FP: disrupts human Keap1 binding to Nrf2 peptide. Q14145. Keap1 Kelch-Nrf2 peptide fluorescence polarization, 1536-well. inhibition, % at 9.4 µM. actives 0.15% (n = 340,000); in the data active means inhibition above about 12%; inconclusive means no clear call, values can overlap the other calls; inactive means below about 7.3%;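 further: human Keap1 Kelch domain with fluorescein labeled Nrf2 9mer peptide probe; 0% = neutral control wells and 100% = peptide positive control; higher means more block of Keap1 binding to Nrf2 peptide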
Target sequence (Q14145 whole entry, looked up, the tested form may be a part): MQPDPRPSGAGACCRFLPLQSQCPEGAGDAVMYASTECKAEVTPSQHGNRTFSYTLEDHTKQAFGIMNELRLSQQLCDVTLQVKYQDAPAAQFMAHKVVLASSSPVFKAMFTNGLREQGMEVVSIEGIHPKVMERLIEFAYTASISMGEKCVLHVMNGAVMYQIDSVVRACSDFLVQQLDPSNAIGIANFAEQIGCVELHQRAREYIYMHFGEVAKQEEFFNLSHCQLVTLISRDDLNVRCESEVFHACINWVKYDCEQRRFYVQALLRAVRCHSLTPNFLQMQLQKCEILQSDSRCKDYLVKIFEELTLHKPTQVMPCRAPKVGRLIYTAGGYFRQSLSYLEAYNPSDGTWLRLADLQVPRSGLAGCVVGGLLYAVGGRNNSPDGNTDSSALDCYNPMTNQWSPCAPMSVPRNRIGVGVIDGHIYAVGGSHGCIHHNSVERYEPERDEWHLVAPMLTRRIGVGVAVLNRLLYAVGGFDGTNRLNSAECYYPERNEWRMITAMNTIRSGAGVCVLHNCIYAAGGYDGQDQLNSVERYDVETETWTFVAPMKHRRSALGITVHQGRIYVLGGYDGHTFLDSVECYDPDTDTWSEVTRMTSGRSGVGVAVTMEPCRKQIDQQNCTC
SR-BI HDL uptake: mouse SR-BI HDL lipid transfer inhibition; ldlA[mSR-BI] CHO cells, DiI-HDL uptake fluorescence, 3 h; inhibition, % at 12.5 µM; actives 0.96% (n = 320,000); AID 488896;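 active means mean replicate inhibition of at least 70% and a set share of replicates each scoring 70 or more; inconclusive means meets just one of the two criteria; inactive means fails both criteria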;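 further: 0% = median of neutral control wells and 100% = median of positive control wells; values of inactives mirror those of a sister screen read the other way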
C-LANA FP: blocks KSHV LANA C-terminal domain binding to DNA; MBP-C-LANA/FAM-LBS DNA binding, fluorescence polarization; inhibition, % at 9 µM; actives 0.078% (n = 340,000);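 active means highest replicate inhibition at or above 60% at 9 µM, even if other replicates fall short; inactive means all replicates below 60% inhibition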;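 further: 0% = neutral control wells and 100% = 4 µM acridine orange control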
The depositor's hits bear a star; ? = inconclusive; · = no result given.

The line under a structure holds: SR-BI HDL uptake | Arr AP2 block | Keap1 Nrf2 FP | DAGLB inh | C-LANA FP | PvdQ acylase | NSD2 HMT inh | Cardiac RTF inh | SR-BI DiI-HDL act | PKA-R2B activ
[1] COc1cccc(/C=N/Nc2nc3ccccc3n3cnnc23)c1O
 : -14 | 6 | -2 | 2 | 1.2 | -13 | 2 | 23* | 14 | 10
[2] CCCC(=O)NC(c1ccccc1Cl)c1c(O)ccc2ccccc12 (centres undefined)
 : 6 | 29 | 0 | 1 | 0.0 | 2 | 0 | -12 | -6 | 2
[3] CCOC(=O)Cn1c(=O)n(Cc2ccc(C)cc2)c(=O)c2cccnc21
 : -8 | 33 | 2 | -2 | -0.8 | 8 | -11 | 1 | 8 | -4
[4] CC(NC(C(=O)c1ccccc1)c1ccccc1)c1ccccc1 (centres undefined)
 : 8 | 6 | 1 | -7 | -1.0 | 6 | 0 | 0 | -8 | -3
[5] O=C(CN1C(=O)S/C(=C/c2ccc(N3CCOCC3)cc2)C1=O)N1CCOCC1
 : 4 | 3 | -14 | 0 | 1.8 | -3 | -5 | -5 | -4 | -1
[6] Cc1cc(C)c(S(=O)(=O)N2CCCC(C(=O)NC3CC3)C2)c(C)c1 (centres undefined)
 : -8 | -7 | -3 | 1 | 0.3 | -7 | 26 | 2 | 8 | -2
[7] O=C(NC1(C(F)(F)F)C(=O)Nc2c1c(=O)[nH]c(=O)n2Cc1ccccc1)c1ccco1 (centres undefined)
 : -22 | 5 | 0 | 1 | 0.9 | 0 | -1 | -3 | 22 | -2
[8] Cc1ccccc1OCC(=O)Nc1nnc(C2CCCCC2)s1
 : 19 | 37 | 2 | -5 | 14 | -7 | -2 | 1 | -19 | -13
[9] O=C(COc1ccc(-n2cnnn2)cc1)Nc1ccc(F)c(F)c1
 : -16 | 12 | -3 | 2 | 0.1 | -13 | -1 | 1 | 16 | -5
[10] C=CCCC(=O)Nc1ccc(COC(=O)N2CCOCC2)cc1
 : -9 | 8 | -4 | -1 | -0.1 | -16 | -2 | -10 | 9 | 5
[11] COc1ccc(-n2c(=O)c3ccccc3n(Cc3ccccc3F)c2=O)cc1OC
 : 16 | 16 | 0 | 0 | -3.5 | 2 | -2 | 0 | -16 | -6
[12] COC(=O)COc1cc(Br)c(/C=C2/SC(=O)N(CC(=O)N3CCCC3)C2=O)cc1OC
 : 82* | 16 | 0 | 2 | 0.1 | -4 | -3 | -10 | -82 | 10
[13] O=C(NCc1ccco1)c1cccnc1Cl
 : -10 | -5 | 0 | 2 | -2.0 | -5 | 3 | -9 | 10 | 0
[14] COc1ccc(C2=C(C=C(C#N)C#N)C(c3ccccc3C)c3ccccc3O2)cc1OC (centres undefined)
 : 6 | 3 | -8 | -1 | -1.5 | -7 | 0 | -7 | -6 | -15
[15] COc1ccc2nc(COC(=O)c3cccs3)c(C(C)=O)[n+]([O-])c2c1
 : 2 | -4 | -2 | 1 | 0.1 | -10 | 8 | 3 | -2 | 1
[16] COc1ccc(CNC(=O)C(C)OC(=O)Cn2cnc3c2c(=O)n(C)c(=O)n3C)cc1 (centres undefined)
 : 3 | -3 | -5 | 1 | 0.4 | -24 | -2 | -4 | -3 | 1
[17] CCC(C)NC(=O)C1c2ccccc2C(=O)N1Cc1ccccc1OC (centres undefined)
 : -11 | 11 | 1 | 0 | 0.1 | 14 | 0 | -8 | 11 | -13
[18] Cn1nc(C(C)(C)C)c(NC(=O)c2ccc(F)cc2)c1C(C)(C)C
 : · | 3 | 0 | -1 | -0.2 | 3 | -1 | -6 | · | -12
[19] O=c1c2ccccc2nc2ccc(N3CCOCC3)nn12
 : -26 | 41 | 3 | -3 | -1.3 | 7 | 1 | 1 | 26 | 11
[20] Cn1c(=O)c2c(nc(Br)n2CCSc2nnnn2-c2ccccc2)n(C)c1=O
 : -13 | 2 | -4 | 1 | 1.0 | -8 | 1 | 2 | 13 | -1
[21] O=C(CSc1oc(-c2cccs2)nc1S(=O)(=O)c1ccc(F)cc1)NCC1CCCO1 (centres undefined)
 : -13 | -4 | -4 | 1 | 0.5 | -9 | · | -2 | 13 | 2
[22] CC12CCC(C(=O)NCc3ccccc3Cl)(OC1=O)C2(C)C (centres undefined)
 : · | 4 | -3 | -3 | -1.5 | -11 | -1 | -12 | · | -4
[23] CC(=O)Nc1ccc(-c2csc(-c3cccnc3)n2)cc1
 : 29 | 36 | 2 | -2 | 0.3 | 0 | 0 | 3 | -29 | -1
[24] CCc1nc(SCC(=O)O)c(C#N)cc1C
 : -14 | 36 | 0 | 0 | 0.8 | 7 | -7 | 9 | 14 | -1
[25] O=C(Cc1ccccc1)NCC(=O)Nc1cccc(Br)c1
 : -25 | 11 | 0 | -1 | 2.2 | -8 | -4 | -3 | 25 | -3
[26] C/C(=C\C(=O)Nc1cc(C)on1)c1ccccc1
 : -15 | -5 | -2 | 1 | -2.2 | -8 | 2 | -11 | 15 | 3
[27] Cc1occc1C(=O)N1CCCc2ccccc21
 : · | 17 | -5 | 3 | 0.5 | 5 | 0 | 10 | · | -12
[28] COc1cccc2cc(CC(=O)c3ccc(C)cc3C)c(=O)oc12
 : 22 | -3 | -2 | -8 | -0.6 | -19 | 1 | -2 | -22 | 8
[29] CCOC(=O)c1c(CC(C)C)csc1/N=C/C1C(=O)CCCC1=O
 : -2 | 1 | -11 | 2 | -3.4 | -7 | -2 | -19 | 2 | 4
[30] COc1ccc(NC(=O)CCC(=O)N/N=C/c2ccncc2)cc1
 : -13 | -8 | 2 | 1 | -0.4 | -9 | 11 | -5 | 13 | -3
[31] COc1ccccc1C1(O)C(=O)Nc2ccccc21 (centres undefined)
 : -17 | 3 | -3 | -2 | -2.0 | -21 | -3 | -4 | 17 | -8
[32] Cc1ccc(C(=O)NNC(=O)c2cccnc2SCc2cccc([N+](=O)[O-])c2)cc1
 : -15 | 5 | 1 | -4 | 1.5 | 1 | -4 | 5 | 15 | 0
[33] CCc1ccc(-c2nc(CSCC(=O)N3CCN(c4ccccn4)CC3)c(C)o2)cc1
 : 31 | 12 | 1 | -2 | 0.5 | -8 | 10 | -5 | -31 | -2
[34] CCc1n[nH]c2c1/C(=N\O)CC(c1ccccc1)C2 (centres undefined)
 : -8 | -7 | -8 | -4 | 0.8 | -15 | 1 | -2 | 8 | -4
[35] O=C(CN1C(=O)NC(c2ccc(F)cc2)C1=O)NC1CCCCC1 (centres undefined)
 : -4 | -15 | 4 | 0 | -0.8 | -14 | -3 | -3 | 4 | -9
[36] C=CCn1c(SCC(=O)c2ccc(NS(=O)(=O)c3ccccc3)cc2)nnc1-c1cccs1
 : -28 | 5 | 2 | -2 | 1.2 | -10 | 2 | -22 | 28 | 5
[37] CCOC(=O)CCc1c(C)c2ccc(OCC(=O)N(CC)CC)c(C)c2oc1=O
 : 15 | -4 | -3 | -2 | 0.3 | -21 | -6 | -5 | -15 | -1
[38] Cc1ccc(S(=O)(=O)c2ccc(Cl)cc2)cc1S(=O)(=O)N1CCN(C)CC1
 : -18 | 0 | -1 | 2 | -0.2 | -4 | 5 | -8 | 18 | 0
[39] C/C(NC(=O)c1ccccc1F)=C1\C(=O)C[C@@H]2[C@H]1C2(C)C
 : 1 | 3 | -3 | -6 | 0.9 | 0 | 2 | -7 | -1 | -1
[40] O=C(CCNC(=O)c1ccc(Br)cc1)NCc1ccccn1
 : -22 | -4 | -4 | 3 | -0.2 | -11 | 0 | -1 | 22 | -9
[41] O=C(CCCc1nc2ccccc2s1)NCc1cccnc1
 : -9 | -3 | -4 | 2 | -2.3 | -2 | -8 | -2 | 9 | -3
[42] Cc1cccc(C)c1NC(=O)c1cc2c(=O)c3ccccc3oc2nc1C(F)(F)F
 : 17 | 3 | -5 | 0 | -0.5 | -9 | 1 | 2 | -17 | 1
[43] CSc1nc2n(n1)C(c1cccc(F)c1)C(C(=O)Nc1ccc(C)cc1C)=C(C)N2 (centres undefined)
 : -26 | 11 | -1 | -1 | 0.5 | -13 | 0 | 2 | 26 | 3
[44] O=C(Nc1nc2c(F)c(F)c(F)cc2s1)c1ccco1
 : -15 | -3 | -6 | 2 | 0.0 | -11 | -5 | -6 | 15 | 2
[45] CCCNC(=O)Cn1c(=O)cnc2ccccc21
 : -5 | 5 | ? | 1 | -1.5 | 7 | 1 | 1 | 5 | 6
[46] Cn1nnnc1SCC(=O)Nc1cc(C(F)(F)F)ccc1N1CCOCC1
 : -7 | -6 | 0 | 2 | -0.1 | 3 | -3 | 4 | 7 | -9
[47] COc1ccc(S(=O)(=O)NCCCN2CCOCC2)cc1F
 : -14 | -2 | -2 | 0 | -2.1 | -1 | 3 | -5 | 14 | -10
[48] CC(C)N(Cc1nccn1C)C(=O)CC1C(=O)NCCN1Cc1ccc(F)cc1 (centres undefined)
 : -17 | -11 | -3 | 3 | 0.0 | -2 | -2 | 7 | 17 | 13
[49] O=C(O)COCC(=O)N1CCN(C(c2ccccc2)c2ccccc2)CC1
 : 8 | -20 | -2 | 1 | 0.4 | -9 | -2 | 0 | -8 | -3
[50] Cc1c(C(=O)Nc2nccs2)sc2nc(-c3cccs3)cc(C(F)(F)F)c12
 : 36 | 4 | -3 | -4 | -0.6 | 13 | 4 | -1 | -36 | 2

The listing continues.
The line under a structure holds: SR-BI HDL uptake | Arr AP2 block | Keap1 Nrf2 FP | DAGLB inh | C-LANA FP | PvdQ acylase | NSD2 HMT inh | Cardiac RTF inh | SR-BI DiI-HDL act | PKA-R2B activ
[51] O=C(NC(=S)Nc1ccc(NC(=O)c2cccs2)cc1)c1cc2ccccc2o1
 : 20 | -8 | 8 | 5 | -5.8 | 16 | 1 | -6 | -20 | 5
[52] O=C(CCN1C(=O)/C(=C/c2ccccc2)SC1=S)NNC(=O)c1cccnc1
 : 3 | 106* | 5 | 2 | -0.5 | -1 | -2 | -43 | -3 | -2
[53] COc1cc2c(cc1OC)/C(=C/C#N)NC(C)(C)C2
 : 8 | 4 | 2 | -3 | -0.2 | -5 | 1 | 0 | -8 | -3
[54] CCN(CC(=O)NCc1cccs1)C(=O)c1cc(S(=O)(=O)N2CCCCC2)ccc1Cl
 : 14 | 25 | -1 | -1 | 2.1 | 7 | -1 | -6 | -14 | 3
[55] Cc1ccc(NC(=O)C2CCCN(S(=O)(=O)c3cccs3)C2)cc1 (centres undefined)
 : 6 | -1 | -1 | -1 | 1.5 | -3 | -2 | -3 | -6 | 0
[56] CCn1cc(C(=O)NCCCN2CCCC(C)C2)c(=O)c2cc(S(=O)(=O)N3CCc4ccccc4C3)ccc21 (centres undefined)
 : -11 | -10 | 0 | 0 | -0.5 | -8 | 6 | 0 | 11 | -1
